From PubChem BioAssay
MmCpn inh: M. maripaludis TRiC chaperonin inhibition; Potency, µM (highest dose often 76.9 µM), inactives show at the highest dose activity, negative = inhibition, actives largely listed as inhibitors; 330,000 compounds, 0.031% hits; AID 504842; purified Mm-Cpn ATPase, ADP Transcreener TR-FRET; further: potency means the concentration at half of the fitted maximal effect; on the % scale 0 is the no-effect control and ±100 the full control effect; nearly all actives have a fitted effect of over 80% in size
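Eu-cryptate anti-ADP/ADP-d2 competition gives a ratio inversely related to ADP. Enzyme at 25 nM was pre-exposed to compound for 10 min, then given 10 uM ATP for 30 min, 37°C throughout.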
EPAC2 antagonist: EPAC2 (human) antagonism. AID 720708. Potency, µM (series often up to 114 µM), for inactives: at the top dose activity, negative = inhibition, hits mostly inhibitors. 360,000 compounds, 0.18% hits. Q8WZA2. EPAC2 GEF exchange of Rap1B-BODIPY-GDP, fluorescence; further: potency means the concentration at half of the fitted maximal effect; on the % scale 0 is the no-effect control and ±100 the full control effect; nearly all actives have a fitted effect of over 45% in size; many of its hits are not listed in these tables
PI5P4Ka inh: PI5P4K alpha (human) kinase inhibition. max response, %. 330,000 compounds, 1.2% hits. PI5P4Kalpha enzyme, ADP-Glo luminescence, 60 min; active compounds read low; active means max response of -50% or lower; inconclusive means between -30% and -50%; inactive means -30% or higher; further: value at the top dose of about 77 µM; on the % scale 0 is the no-effect control and ±100 the full control effect
Target sequence (P48426 whole entry, looked up): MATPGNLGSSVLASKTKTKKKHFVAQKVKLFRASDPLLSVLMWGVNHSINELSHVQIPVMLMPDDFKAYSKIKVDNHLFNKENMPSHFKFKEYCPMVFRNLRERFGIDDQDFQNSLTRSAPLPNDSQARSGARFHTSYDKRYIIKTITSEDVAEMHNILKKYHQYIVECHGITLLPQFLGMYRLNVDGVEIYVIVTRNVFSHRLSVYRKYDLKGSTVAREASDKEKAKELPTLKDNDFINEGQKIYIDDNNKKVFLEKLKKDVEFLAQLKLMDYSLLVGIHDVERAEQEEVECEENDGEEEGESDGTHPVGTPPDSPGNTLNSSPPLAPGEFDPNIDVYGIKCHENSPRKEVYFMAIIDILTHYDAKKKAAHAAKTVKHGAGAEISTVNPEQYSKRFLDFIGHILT
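PI5P4Kalpha ADP-Glo assay; 5 microM ATP final; 60 min RT reaction; HEPES pH 7.4/EGTA/CHAPS, 5% DMSO; controls lacking substrate or enzyme; luminescent end-point.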
EPAC1 antag: blocks human EPAC1 exchange factor | O95398 | 360,000 compounds, 0.14% hits | Potency, µM (series often up to 115 µM), for inactives: top-dose activity change, negative = inhibition, most hits filed as inhibitors | AID 720709 | EPAC1 GEF assay, Rap1b-BODIPY-GDP exchange fluorescence;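 further: potency means the concentration at half of the fitted maximal effect; plate controls were vehicle for no effect and positive control for full effect; nearly all actives have a fitted effect of over 50% in size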
CCT chaperon mod: changes cytosolic chaperonin activity. purified chaperonin ATPase assay, HTRF ADP detection, 30 min. activity change, % (no concentration beside the values), hits read low. 360,000 compounds, 0.3% hits; in the data active means activity change below about -30%; further: on the % scale 0 is the no-effect control and ±100 the full control effect
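TRiC (40 or 20 nM final, by batch activity) in 30 mM Tris pH 7.4, 100 mM KCl, 5 mM MgCl2, 1 mM DTT was treated with compound at 76 uM single dose, then 10 uM ATP, 30 min at 37 °C. ADP was read by HTRF Transcreener.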
EPAC1 ag: EPAC1 (human) agonism. O95398. EPAC1 agonist qHTS, biochemical assay; response scale: 100% = response to 6.5 mM cAMP. Potency, µM (doses to about 154 µM), for the others: at the top dose activation, actives largely listed as activators. 360,000 compounds, 0.073% hits. AID 720707; further: potency means the concentration at half of the fitted maximal effect; nearly all actives have a fitted effect of over 60% in size
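Multi-concentration qHTS readout: loss of Rap1B-bound BODIPY-GDP fluorescence driven by 100 nM EPAC1 with excess GDP (50 uM), monitored kinetically at room temperature; agonist response expressed relative to 6.5 mM cAMP.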
WRN inhibitor: WRN helicase (human) inhibition. Potency, µM (doses to about 114 µM), inactives show at the top dose activity change, negative = inhibition, most hits filed as inhibitors. 360,000 compounds, 0.46% hits. WRN helicase unwinding, fluorescent forked duplex, kinetic. AID 651768. Q14191; further: potency means the concentration at half of the fitted maximal effect; on the % scale 0 is the no-effect control and ±100 the full control effect; nearly all actives have a fitted effect of over 55% in size
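Enzyme (20 nM final) and test compound sit together 15 min at room temperature before substrate addition. Substrate is a single-forked duplex oligonucleotide (100 nM) labelled with fluorophore and quencher, with 2 mM ATP; helicase unwinding raises red fluorescence, read kinetically.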
PLK1 PBD block: PLK1 (human) polo-box domain binding inhibition | P53350 | Potency, µM, without a hit: max response, negative = inhibition, actives largely listed as inhibitors | 360,000 compounds, 2.8% hits | Plk1 PBD binding of FITC phosphopeptide, fluorescence polarization; further: potency means the concentration at half of the fitted maximal effect; series mostly up to about 57 µM; on the % scale 0 is the no-effect control and ±100 the full control effect; nearly all actives have a fitted effect of over 65% in size
Target sequence (P53350 whole entry, looked up, the tested form may be a part): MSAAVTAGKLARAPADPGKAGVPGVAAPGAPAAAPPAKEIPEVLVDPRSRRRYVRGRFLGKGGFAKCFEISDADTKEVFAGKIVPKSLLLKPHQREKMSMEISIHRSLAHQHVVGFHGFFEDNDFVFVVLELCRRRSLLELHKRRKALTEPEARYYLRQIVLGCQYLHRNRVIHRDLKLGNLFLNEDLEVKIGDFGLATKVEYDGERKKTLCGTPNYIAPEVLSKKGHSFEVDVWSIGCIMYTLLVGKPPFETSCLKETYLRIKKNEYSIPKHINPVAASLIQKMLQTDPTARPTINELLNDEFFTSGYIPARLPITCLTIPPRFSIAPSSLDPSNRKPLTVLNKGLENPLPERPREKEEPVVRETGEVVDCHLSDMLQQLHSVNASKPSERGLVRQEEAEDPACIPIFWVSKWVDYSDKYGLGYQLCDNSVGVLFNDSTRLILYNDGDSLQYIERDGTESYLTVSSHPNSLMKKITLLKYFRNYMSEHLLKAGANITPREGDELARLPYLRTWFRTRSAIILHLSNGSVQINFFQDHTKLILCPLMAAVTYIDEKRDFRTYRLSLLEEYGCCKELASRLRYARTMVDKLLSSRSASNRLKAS
* hit, by the source's call; ? = inconclusive; · = no result given; [ ] = remark or other dose. Unless noted, the call rests on the fitted dose curve; in most records, active means well fitted curve in the direction sought with a large enough effect; inconclusive means small, poorly fitted or top-dose-only effect, or another doubt; inactive means no such curve, though single readings can be large; an effect the other way counts as inactive or inconclusive. Only part of the results is shown; rates above refer to the full screens.

SMILES	MmCpn inh	EPAC2 antagonist	PI5P4Ka inh	EPAC1 antag	CCT chaperon mod	EPAC1 ag	WRN inhibitor	PLK1 PBD block
NC(=O)c1ccc(NC(=O)COC(=O)c2ccc([N+](=O)[O-])cc2)cc1	-1.5%	10.9%	-3.1	14.6%	0.8	-3.5%	-0.3%	-12.5%
CCCCn1c(SCC(=O)c2ccc(O)cc2O)nc2cc(S(N)(=O)=O)ccc21	-5.2%	2.4%	1.6	-16.8%	1.1	9.3%	0.8%	-11.7%
O=C(N/N=C/c1oc(O)c2ccccc12)c1ccccc1O	-1.7%	-9.9%[57.1 µM]	-2.0	-5.4%	-4.1	8.7%	-7.7%	-6.4%
Cc1cccc(C)c1NC(=O)N1CCC(N2CCCCC2)CC1	1.0%	-0.1%	1.0	5.8%	-2.3	2.4%	-5.5%	-0.6%
COc1ccc(CCNC(=O)C2CCCN2S(=O)(=O)c2ccc(F)cc2)cc1OC (stereo not drawn)	0.6%	-9.0%	5.6	-29.3%	-1.5	9.7%	7.9%	-8.3%
NC(=O)C1CCCN(C(=O)c2ccc(S(=O)(=O)N3CCCCCC3)cc2)C1 (stereo not drawn)	0.5%	-3.7%	0.3	-6.6%	-3.8	-14.6%	0.3%	2.7%
O=C(NCCCn1ccnc1)c1nn2c(C(F)(F)F)cc(-c3ccc(Br)cc3)nc2c1Cl	-1.2%	-13.4%	1.5	-12.1%	-4.6	-10.6%	?	-13.8%
COC(=O)c1cn(NC(=O)c2ccc(OC)c(OC)c2)c(=O)c2ccccc12	1.8%	-11.2%	-3.6	-0.7%	-8.2	8.1%	-22.6%	-5.7%
O=C(Nc1ccc(Cl)cn1)c1cccc(S(=O)(=O)N2CCCC2)c1	0.1%	0.3%	-4.4	-27.5%	3.0	4.9%	-5.7%	-6.5%
O=C(NCCCn1ccnc1)c1cc(Cl)cc(Cl)c1	-1.9%	3.6%	0.3	-1.1%	-3.0	10.7%	6.3%	-12.6%
O=C(C=Cc1ccccc1)c1cccs1	·	6.2%	1.9	-19.6%	-9.0	3.7%	-11.0%	-15.8%
CC1=C(C(=O)Nc2ccccc2)C(c2cccs2)NC(=O)N1 (stereo not drawn)	4.0%	-2.4%	1.1	-2.9%	0.5	-1.4%	1.5%	-14.6%
COCCn1c(C)cc(C(=O)CN2C(=O)NC3(CCCCCCC3)C2=O)c1C	-1.0%	4.2%	·	7.3%	-3.6	2.4%	-4.6%	-1.0%
O=C(NCCN1CCN(c2ccccc2)CC1)c1cccc(Br)c1	2.7%	-10.2%	·	-14.0%	-0.5	11.8%	-1.6%	-2.4%
CC(O)Cc1nsc(NC(=O)c2ccc(Br)o2)n1 (stereo not drawn)	1.5%	7.6%	·	-0.4%	-6.6	-2.1%	4.6%	0.0%
Fc1ccc(Nc2ccnc(Nc3ccc(F)cc3)n2)cc1	0.7%	-1.5%	-7.9	-6.3%	1.6	10.7%	1.3%	-1.6%
Cc1ccc(S(=O)(=O)N2CCCC2C(=O)NCc2ccccc2Cl)cc1 (stereo not drawn)	0.5%	-14.2%	3.2	-10.6%	1.1	13.9%	-1.3%	-1.0%
O=C(Nc1ccccc1C(=O)NCc1ccco1)Nc1cccc2ccccc12	-8.3%	4.5%	-5.2	3.7%	-0.7	0.5%	-2.2%	-8.7%
CCOc1ccccc1N(CC(=O)NCCc1ccccc1)C(=O)CCC(=O)Nc1ccccn1	3.3%	0.9%	3.2	-1.0%	-1.8	-0.8%	0.5%	3.1%
Cc1ccc2nc(Cl)nc(-c3ccccc3)c2c1	5.2%	-19.7%	2.2	-25.7%	-2.2	6.8%	-6.4%	-16.4%
COc1c2c(c(CCC(=O)O)c3c1C=CC(C)(C)O3)OC(C)(C)C=C2	·	4.4%	1.2	-8.1%	-4.6	-18.8%	-16.4%	-11.1%
O=C(Cn1nnc(-c2ccccc2)n1)NCc1cccs1	-0.2%	12.7%	·	-2.7%	2.0	-5.0%	0.6%	-2.4%
O=C(Nc1ccccc1OC(F)F)C1CC(=O)N(Cc2ccccc2)C1 (stereo not drawn)	2.2%	1.2%	0.4	4.0%	-0.1	-1.6%	-15.7%	-8.4%
CC(=O)c1c(C)[nH]c(C(=O)OCc2ccc([N+](=O)[O-])cc2)c1C	1.2%	1.7%	-1.2	-2.7%	1.2	2.4%	4.1%	-14.1%
COc1ccc(NC(=O)c2ccc(NS(=O)(=O)c3c(C)noc3C)cc2)cc1OC	-0.1%	5.9%	-8.9	1.1%	3.1	-3.1%	5.8%[57.1 µM]	-6.0%
Cc1c(CNCCc2ccc(Cl)cc2)c(C(=O)O)c(C)n1-c1ccccc1	-8.7%	0.0%	-9.0	5.4%	2.5	-3.5%	-5.0%	-1.8%
Cc1ccc(S(=O)(=O)n2c(C)nc3cc(C)ccc32)cc1	-1.3%	-3.6%	-1.1	-6.0%	0.8	12.8%	-6.6%	0.0%
COc1ccc(C(CNC(=O)c2ccc(OC)c(S(=O)(=O)N3CCCC3)c2)N2CCCC2)cc1 (stereo not drawn)	-3.3%	1.5%	0.8	-13.2%	-0.5	21.2%	-6.7%	9.3%
CC[C@]12c3[nH]c4ccc(Cl)cc4c3CCN1C(=O)[C@@H](CC(=O)NCCN1CCOCC1)C[C@@H]2C(=O)N1CCN(C(=O)C2CC2)CC1	1.1%	14.8%	6.0	-17.4%	-1.7	-13.6%	4.8%	-2.1%
O=C(CSc1n[nH]c(-c2cc(Cl)ccc2Cl)n1)NCCN1C(=O)CSC1=O	-5.4%	-15.0%	0.1	7.0%	0.2	0.2%	-12.6%	-2.1%
CC(=O)c1cccc(NC=C2C(=O)OC3(CCCCC3)OC2=O)c1	-0.9%	-1.8%	6.2	-6.9%	-0.9	8.3%	-36.0%[57.1 µM]	-10.1%
Cc1ccc(S(=O)(=O)N2CCN(CCNC(=O)C(=O)NCc3ccccc3)CC2)cc1	0.7%	-3.6%	2.6	3.3%	-1.7	8.3%	8.5%	-13.0%
NC1=NC(=O)C(Cc2ccc(Br)cc2)S1 (stereo not drawn)	-1.1%	-11.3%	-0.5	1.2%	-1.9	0.2%	0.1%	2.5%
COc1cc([N+](=O)[O-])ccc1NC(=O)CN1CCCC1	-8.0%	0.5%	-6.5	-9.8%	-3.1	5.8%	0.8%	-13.7%
COc1ccc(C)cc1NC(=O)NNC(=O)C1CCC(C(C)(C)C)CC1 (stereo not drawn)	1.0%	4.3%	0.4	0.8%	-0.5	-22.3%	-1.0%	6.7%
C[C@H](CO)N1C[C@H](C)[C@@H](CN(C)C(=O)Nc2ccccc2)Oc2ccc(NC(=O)C3CCCCC3)cc2C1=O	0.1%	-7.2%	2.1	-4.0%	-0.9	-7.2%	-4.3%	-4.8%
COc1ccc(OCCCC(=O)Nc2nncs2)cc1	-2.9%	2.8%	·	2.9%	1.4	3.8%	2.8%	-3.0%
CCOC(=O)N1CCC(N2Cc3cccc(C(=O)Nc4ccc(N(CC)CC)cc4C)c3C2=O)CC1	-1.1%	-19.2%	2.0	-17.4%	0.4	-10.0%	5.5%	-4.5%
COc1ccc(CN(CC2CCC(C(=O)O)CC2)C(=S)Nc2cc(Cl)ccc2OC)cc1 (stereo not drawn)	1.4%	5.5%	-8.1	-4.1%	-2.5	7.4%	2.3%	?
CCC(=O)Nc1ccc(NC(=O)Cc2ccccc2)cn1	-1.4%	-1.2%	-1.3	-10.3%	-1.2	1.0%	-20.0%	-4.7%
COc1cc(C(=O)N2CCSCC2)ccc1OC1CCN(C(C)=O)CC1	0.2%	9.1%	4.9	13.2%	0.4	-5.6%	-1.8%	1.7%
COc1ccc(-c2nc3cc(NC(=S)NC(=O)Cc4ccccc4)ccc3o2)cc1	0.0%	-0.3%	-5.2	-3.1%	-0.6	-3.9%	-5.1%	-1.3%
O=C(c1ccc(C(F)(F)F)cc1)C1CCCN(C(=O)CN2CCCC2=O)C1 (stereo not drawn)	1.4%	2.3%	1.2	-4.3%	1.1	-3.9%	-19.2%	-3.3%
O=C(N1CCOCC1)C12CC3CC(C1)CC(C(=O)N1CCOCC1)(C3)C2	0.7%	7.1%	-1.7	12.6%	-0.1	-6.1%	1.0%	-4.4%
CCOCCCNC(=O)c1cc2c(s1)-c1ccccc1SC2	-6.3%	2.8%	-15.2	13.6%	-3.4	9.3%	-6.2%[57.1 µM]	26.7µM*
COCCN(C(=O)Cc1ccc(OC)c(OC)c1)c1nc(-c2cc(OC)ccc2OC)cs1	1.0%	-1.8%	8.0	17.5%	1.5	-0.6%	6.4%	1.3%
Cc1ccc(CCNC(=O)C2CCC(=O)N(Cc3ccccc3F)C2)o1 (stereo not drawn)	1.6%	5.8%	-5.0	-0.6%	-3.5	2.6%	-9.8%	-8.2%

8 successive records from above, quoted:
SMILES	MmCpn inh	EPAC2 antagonist	PI5P4Ka inh	EPAC1 antag	CCT chaperon mod	EPAC1 ag	WRN inhibitor	PLK1 PBD block
CCOC(=O)N1CCC(N2Cc3cccc(C(=O)Nc4ccc(N(CC)CC)cc4C)c3C2=O)CC1	-1.1%	-19.2%	2.0	-17.4%	0.4	-10.0%	5.5%	-4.5%
COc1ccc(CN(CC2CCC(C(=O)O)CC2)C(=S)Nc2cc(Cl)ccc2OC)cc1 (stereo not drawn)	1.4%	5.5%	-8.1	-4.1%	-2.5	7.4%	2.3%	?
CCC(=O)Nc1ccc(NC(=O)Cc2ccccc2)cn1	-1.4%	-1.2%	-1.3	-10.3%	-1.2	1.0%	-20.0%	-4.7%
COc1cc(C(=O)N2CCSCC2)ccc1OC1CCN(C(C)=O)CC1	0.2%	9.1%	4.9	13.2%	0.4	-5.6%	-1.8%	1.7%
COc1ccc(-c2nc3cc(NC(=S)NC(=O)Cc4ccccc4)ccc3o2)cc1	0.0%	-0.3%	-5.2	-3.1%	-0.6	-3.9%	-5.1%	-1.3%
O=C(c1ccc(C(F)(F)F)cc1)C1CCCN(C(=O)CN2CCCC2=O)C1 (stereo not drawn)	1.4%	2.3%	1.2	-4.3%	1.1	-3.9%	-19.2%	-3.3%
O=C(N1CCOCC1)C12CC3CC(C1)CC(C(=O)N1CCOCC1)(C3)C2	0.7%	7.1%	-1.7	12.6%	-0.1	-6.1%	1.0%	-4.4%
CCOCCCNC(=O)c1cc2c(s1)-c1ccccc1SC2	-6.3%	2.8%	-15.2	13.6%	-3.4	9.3%	-6.2%[57.1 µM]	26.7µM*
